Screening data: PubChem BioAssay, National Center for Advancing Translational Sciences (NCATS)
KB-V1 MDR tox – KB-V1 MDR subline cytotoxicity. 400,000 compounds, 3.4% hits. AID 1347076. Potency, µM (series often up to 46.1 µM), for the others: top-dose activity change, negative = cytotoxicity, hits mostly cytotoxic. KB-V1 MDR cells viability, CellTiter-Glo, 72 h; also: potency is read from the fitted curve at half-maximal effect; % is scaled to controls: 0 for no effect and ±100 for the full control effect; nearly all actives have a fitted effect of over 60% in size
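Compound-treated KB-V1 multidrug-resistant cells, 72 h, 37 degrees C; viability by CellTiter-Glo. Fitted qHTS curves give the values.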
GLP1R ag – activates the human GLP-1 receptor; HEK293 GLP-1R CRE-luciferase, luminescence, 4-6 h; cells express a hypersensitive GLP-1R form; AID 624172; Potency, µM (doses to about 45.6 µM), without a hit: at the highest dose activation, hits mostly activators; 380,000 compounds, 0.007% hits; also: potency is read from the fitted curve at half-maximal effect; % of control where 0% means no effect
Target sequence (P43220 whole entry, looked up): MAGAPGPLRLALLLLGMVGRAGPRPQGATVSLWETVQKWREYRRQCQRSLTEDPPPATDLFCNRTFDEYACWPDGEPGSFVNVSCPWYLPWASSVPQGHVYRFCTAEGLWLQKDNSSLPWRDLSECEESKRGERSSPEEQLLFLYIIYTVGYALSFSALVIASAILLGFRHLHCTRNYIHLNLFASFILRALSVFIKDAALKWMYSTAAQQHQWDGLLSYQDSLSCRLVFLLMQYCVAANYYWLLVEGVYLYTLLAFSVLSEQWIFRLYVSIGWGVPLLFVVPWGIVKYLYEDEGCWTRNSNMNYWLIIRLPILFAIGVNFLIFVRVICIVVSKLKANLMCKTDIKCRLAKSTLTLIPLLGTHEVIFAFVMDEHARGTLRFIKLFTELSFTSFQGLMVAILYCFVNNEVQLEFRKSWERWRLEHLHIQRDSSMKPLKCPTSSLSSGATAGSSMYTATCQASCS
D3 antag – D3 dopamine receptor (human) antagonism; D3R cells, DiscoveRx beta-arrestin luminescence, antagonist mode; active compounds read low; max response, negative = inhibition, %; 360,000 compounds, 2.5% hits; in the data active = max response below about -50%; inconclusive = no clear call, values can overlap the other calls; also: % is scaled to controls: 0 for no effect and ±100 for the full control effect; mostly tested at two doses, the higher about 12 µM
Target sequence (P35462 whole entry, looked up): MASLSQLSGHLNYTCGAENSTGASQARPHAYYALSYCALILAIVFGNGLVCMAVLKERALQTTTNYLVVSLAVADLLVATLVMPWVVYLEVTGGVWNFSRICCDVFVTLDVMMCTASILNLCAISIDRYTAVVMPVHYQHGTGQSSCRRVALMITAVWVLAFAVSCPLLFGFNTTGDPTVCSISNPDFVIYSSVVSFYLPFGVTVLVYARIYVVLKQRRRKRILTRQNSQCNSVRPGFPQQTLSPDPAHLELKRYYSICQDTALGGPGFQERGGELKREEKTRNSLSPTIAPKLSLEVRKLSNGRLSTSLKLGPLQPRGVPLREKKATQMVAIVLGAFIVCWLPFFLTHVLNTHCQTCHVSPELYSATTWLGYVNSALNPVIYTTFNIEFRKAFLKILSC
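Cells expressing the human receptor were seeded at 1500 cells/well, incubated overnight at 37 degrees C in 5% CO2, then exposed to library compounds with dopamine controls for 90 minutes at 37 degrees C before luminescent detection.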
D3 ag – agonists of human D3 dopamine receptor; D3R DiscoveRx beta-arrestin cells, luminescence, 90 min; max activation, %; 410,000 compounds, 0.58% hits; AID 652048; in the data active = max activation above about 30%; also: 0% is about no effect; mostly tested at two doses, the higher about 12 µM
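Cells at 1500/well, incubated overnight, then treated with pinned compounds (dopamine as control) for 90 min at 37 degrees C. DiscoveRx reagent added for 30 - 60 minutes at room temperature; luminescence read.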
KB-3-1 tox – kills parental KB-3-1 adenocarcinoma cells; KB-3-1 viability, CellTiter-Glo ATP luminescence, 72 h; Potency, µM (series often up to 46.1 µM), for inactives: top-dose activity change, negative = cytotoxic, actives largely listed as cytotoxic; 400,000 compounds, 1.4% hits; AID 1347075; also: potency is read from the fitted curve at half-maximal effect; % is scaled to controls: 0 for no effect and ±100 for the full control effect; nearly all actives have a fitted effect of over 60% in size
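Screening of KB-3-1 cells (DMEM, 10% FBS, phenol-red free) ran from lowest to highest compound concentration; after 72 h at 37 °C viability was read luminescently and curves fitted.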
HT1080-NT tox – kills 2HG-producing HT-1080-NT fibrosarcoma cells; HT-1080-NT fibrosarcoma viability, CellTiter-Glo ATP luminescence, 48 h; Potency, µM (highest dose often 46.1 µM), without a hit: at the top dose activity, negative = less viability, hits mostly cytotoxic; 360,000 compounds, 1.6% hits; AID 686970;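 also: NT is the 2HG producing partner of a matched IDH1 knockdown line; potency is read from the fitted curve at half-maximal effect; 0% = DMSO-treated cells and -100% = media-only wells without cells; nearly all actives have a fitted effect of over 55% in size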
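Viability of the 2HG-overproducing fibrosarcoma line after 48 hours of compound exposure at 37 degrees C was determined by luminescence with CellTiter-Glo, and concentration-effect curves were then fitted and categorized.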
SW480 rerep – DNA re-replication induction in SW480 cells; SW480 DNA re-replication, Hoechst DNA content imaging, 48 h; Potency, µM (doses to about 46.1 µM), for the others: at the top dose re-replication activation, usual class: activators; 340,000 compounds, 1.8% hits; also: potency is read from the fitted curve at half-maximal effect; % of control where 0% means no effect; nearly all actives have a fitted effect of over 55% in size
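Treated cells incubate 48 hr (37 C, 5% CO2), are stained 40 min with Hoechst, and nuclear fluorescence is enumerated; a rise in nuclei with high DNA signal marks re-replication.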
IL-1B inflam inh – inhibitors of inflammasome signaling (IL-1 beta secretion); activity change, % at 57.5 µM; 360,000 compounds, 4.7% hits; THP-1 LPS/ATP IL-1B secretion, AlphaLISA, 16 h; active compounds read low; AID 743279; in the data active = activity change below about -50%; inconclusive = mostly about -30% to -49%; also: % is scaled to controls: 0 for no effect and ±100 for the full control effect
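Secreted IL-1B measured by AlphaLISA bead assay after 16 h compound exposure of THP-1 cells; compounds (final up to 57.5 uM) added 1 h before LPS (250 ng/mL) and ATP (1.25 mM) stimulation; lower signal means less secretion.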
HT1080 IDH1KD tx – kills HT-1080 cells with IDH1 knockdown. 360,000 compounds, 2% hits. HT-1080 IDH1 knockdown viability, ATP luminescence, 48 h. Potency, µM (top dose mostly 46.1 µM), for inactives: top-dose activity, negative = toxicity, hits mostly cytotoxic;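 also: potency is read from the fitted curve at half-maximal effect; 0% = DMSO wells and -100% = cell-free medium wells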
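After a 2 h attachment period, IDH1KD HT-1080 cells took pin-transferred compound for 48 h at 37 °C; ATP-based luminescence after 10 min room-temperature reagent incubation reported viability.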
* hit, by the source's call; u = inconclusive; x = not tested or not shown; [ ] = another dose, or the depositor's remark. Unless noted, calls follow the shape of the dose curve; as a rule, active = well fitted curve in the direction sought with a large enough effect; inconclusive = small, poorly fitted or top-dose-only effect, or another doubt; inactive = no such curve, though single readings can be large; an effect the other way counts as inactive or inconclusive.

The line under a structure holds: KB-V1 MDR tox | GLP1R ag | D3 antag | D3 ag | KB-3-1 tox | HT1080-NT tox | SW480 rerep | IL-1B inflam inh | HT1080 IDH1KD tx
> COc1ccc(S(=O)(=O)N(CC(=O)N2CCN(C)CC2)C2CCCCC2)cc1OC
→ -0.3% | -1.5% | 7.1 | 2.2 | 6.6% | 0.7% | 0.1% | 0.7 | 5.2%
> CCOC(=O)CN1C(=O)CSc2ccc(S(=O)(=O)N3CCCC3)cc21
→ -19.6% | 11.5% | -15.4 | -8.6 | 3.4% | 23.7% | -15.0% | -51.8* | 16.8%
> CC(=O)Nc1ccc(S(=O)(=O)Nc2cccc(-n3c(C)nc4ccccc4c3=O)c2)cc1
→ u | 16.0% | 0.0 | 7.1 | -0.2% | -1.5% | 1.6% | -11.2 | 3.9%
> Cc1c(C(=O)O)sc2nc(CSc3nnc(-c4ccc(F)cc4)n3C)[nH]c(=O)c12
→ -1.5% | -0.3% | -16.1 | 3.1 | 3.6% | 4.5% | -0.2% | -0.2 | 7.9%
> COc1ccc(C2=Nc3ccccc3NC(=O)C2N(CCc2cc(OC)cc(OC)c2)C(C)=O)cc1 (stereo not given)
→ 0.0% | 7.7% | 9.9 | 0.0 | 0.1% | 12.5% | x | u | -7.4%
> CNC(=O)c1[nH]cnc1C(=O)Nc1ccccc1C
→ -25.1% | 1.2% | u | -2.8 | -3.8% | 21.2% | -7.3% | 27.9 | 2.4%
> Cc1ccccc1C(=O)Oc1ccc(Br)cc1C(=S)N1CCCC1
→ -24.4% | -0.9% | 36.9 | 3.7 | -11.8% | -7.1% | 10.8% | -4.4 | -8.8%
> Oc1ccc(Br)cc1C=Nc1cccn2cc(-c3ccccc3)nc12
→ -12.6% | 8.3% | -19.0 | -2.8 | -19.6% | -19.4% | -1.7% | 6.3 | -9.1%
> O=C(CSc1nc(O)c(Cc2ccccc2)c(=O)[nH]1)Nc1ccccc1
→ 2.8% | -5.5% | -5.8 | -11.3 | 12.5% | 16.9% | 0.0% | 12.9 | 3.3%
> COc1ccc(-n2c(SCC(=O)Nc3cc(C)on3)nc3ccc(O)cc3c2=O)cc1OC
→ 13.9% | -0.4% | -8.7 | 8.8 | 15.0% | -8.9% | -1.6% | 27.1 | -4.6%
> CCc1ccc(NC(=O)C(=O)N/N=C(\C)CC(=O)NCCOC)cc1
→ 25.8% | 8.7% | 13.5 | 10.2 | 1.3% | 8.6% | -1.8% | 4.7 | 20.4%
> COc1ccc(C(=O)C2=NN(C(C)=O)CC2c2ccco2)cc1 (stereo not given)
→ -17.2% | 3.9% | 14.1 | 4.4 | -5.7% | -0.2% | 4.9% | 0.0 | -11.5%
> CS(=O)(=O)N(CC(=O)Nc1ccccc1C(=O)N1CCCC1)c1ccc2c(c1)OCO2
→ -5.0% | -0.1% | -0.7 | -3.7 | 0.7% | 13.1% | 2.8% | 33.7 | 9.5%
> COc1ccc(/C=N/Nc2ncnc3scc(-c4ccccc4)c23)cc1OC
→ -4.2% | 10.6% | -20.8 | -10.6 | u | u | u | -8.6 | u
> C(=C\c1ccccc1)/CSc1nc2ncccc2[nH]1
→ -2.6% | 18.3% | -19.8 | 2.3 | u | 3.7% | -3.3% | -6.6 | 2.4%
> COc1ccc(-c2c(C#N)c(N)nc3c2CCCCCC3)cc1OC
→ -0.4% | -3.4% | 8.3 | 10.9 | 9.7% | 14.0% | 13.5% | 2.5 | 7.4%
> CC1=C(C(N)=O)C(c2ccc(Cl)cc2)n2nc(CCCO)nc2N1 (stereo not given)
→ -1.4% | -2.0% | 29.7 | 5.6 | 7.0% | 10.9% | -11.1% | 14.5 | 6.5%
> O=C(Cc1ccccc1)Nc1cccc([N+](=O)[O-])c1
→ -5.6% | -1.5% | -2.9 | -4.4 | -4.2% | -3.2% | -1.6% | -15.2 | -1.8%
> Cc1cc(-c2n[nH]c(=S)n2-c2ccc(F)cc2)nn1C
→ 6.1% | -6.4% | -11.2 | -6.5 | 15.6% | 14.1% | -7.8% | -7.2 | 6.4%
> Cc1c(C(=O)O)c(-c2ccccc2)nn1-c1ccccc1
→ 0.0% | -12.5% | 0.0 | 0.8 | 14.7% | 6.7% | -2.7% | 0.0 | 9.8%
> COc1ccc(-c2noc(CN(C(=O)c3ccc4c(c3)OCO4)C(C)C)n2)cc1
→ -19.6% | 20.1% | 9.1 | 90.9* | -3.3% | -9.1% | -5.7% | -12.2 | -10.4%
> CC1CC(=O)C2=C(C1)Nc1nc3ccccc3n1C2c1cccnc1 (stereo not given)
→ -15.2% | 3.7% | -10.9 | -5.7 | 9.6% | 3.5% | -8.3% | -4.4 | 0.6%
> COc1nc2ccc(C)cc2cc1-c1noc(-c2ccccc2)n1
→ 3.8% | -10.9% | 13.2 | 28.2 | -3.4% | 12.5% | -3.5% | 7.8 | 8.5%
> Cn1c(CCN2CCCCCC2)nc2cc(NC(=O)Nc3ccccc3)ccc21
→ -13.0% | -2.3% | -12.0 | -8.0 | u | 3.2% | u | u | -1.9%
> CC(NS(=O)(=O)OCC(Cl)(Cl)Cl)c1ccc(C(C)(C)C)cc1 (stereo not given)
→ u | -6.7% | -16.1 | -10.3 | -24.6% | u | -0.2% | -72.1* | 29.1µM*
> CCOCCCNC(=O)c1ccc(N2CCCC2)c(NS(=O)(=O)c2ccc(C)cc2)c1
→ -29.9% | 16.6% | -18.7 | -3.5 | 2.1% | 4.5% | -4.3% | -9.2 | 1.8%
> C=CCOc1ccc(/C=C/C(=O)OCC(=O)Nc2c(C)n(C)n(-c3ccccc3)c2=O)cc1
→ 0.0% | 4.8% | 16.5 | 5.3 | -12.6% | -9.8% | -35.2%[inhibitor] | 10.8 | -8.9%
> O=C(CCN1C(=O)C2CC=C(Cl)CC2C1=O)Nc1ccccc1O (stereo not given)
→ 9.0% | 19.8% | 5.9 | 6.6 | 4.2% | 2.8% | -1.4% | 17.9 | 5.0%
> Cc1ccc(S(=O)(=O)Nc2cccc(NC(=O)CN3CCCCC3)c2)cc1
→ u | 9.9% | -14.7 | -9.6 | -14.8% | -7.4% | 3.7% | -10.9 | -8.9%
> O=C(NCC(c1cccnc1)N1CCN(c2ccccc2F)CC1)C1CCCCC1 (stereo not given)
→ -4.8% | 5.6% | -16.5 | -12.3 | -9.3% | 3.0% | -7.2% | 6.8 | -0.2%
> COC(=O)c1ccc(CSc2nc3ccc(C)cc3[nH]2)o1
→ u | 2.3% | -3.7 | 8.2 | 4.2% | 0.3% | 3.2% | 17.1 | 5.2%
> O=C(Cn1cnc2ccccc2c1=O)Nc1ccc2c(c1)OCO2
→ 13.7% | 1.8% | 23.7 | 2.1 | 5.0% | -0.3% | -8.5% | -5.4 | 11.8%
> CC(=O)N1CCc2cc(S(=O)(=O)NC3CCCCC3)ccc21
→ -4.1% | 13.4% | 12.3 | -0.6 | -6.3% | 2.8% | 1.8% | 30.7 | -16.2%
> Cc1cc(C)c2[nH]c(C)c(CN3CCCCCC3)c(=O)c2c1
→ -18.2% | -5.5% | -3.0 | -20.7 | -26.8% | 1.4% | u | -3.2 | 0.4%
> O=C(COC(=O)CCOc1ccccc1)Nc1ccc(Cl)cn1
→ 7.5% | -11.6% | -3.8 | 2.1 | 4.6% | 7.9% | -2.8% | 13.4 | 11.6%
> CSCCCNC(=S)Nc1cccc(S(=O)(=O)NC2=NCCC2)c1
→ -3.3% | -1.1% | 12.2 | 1.7 | 13.7% | 5.8% | -2.1% | 21.3 | 7.2%
> COc1cc2[nH]c(=S)nc(NCC3CCCO3)c2cc1OC (stereo not given)
→ 1.4% | -9.1% | -16.6 | 4.3 | 10.4% | 5.5% | -1.3% | 0.0 | 4.7%
> O=S(=O)(NCC1OCCc2ccccc21)c1ccc(S(=O)(=O)N2CCOCC2)cc1 (stereo not given)
→ 20.6µM* | -5.5% | -16.9 | -0.5 | -0.7% | 6.4% | 0.5% | 6.9 | 1.1%
> CCc1ccccc1Nc1nc(N)nc(COC(=O)CCC(=O)c2ccc(F)cc2)n1
→ u | -5.9% | -15.5 | -3.5 | u | -10.2% | 13.1% | 14.1 | -12.7%
> O=C(N/N=C/c1ccc(N2CCOCC2)cc1)C1COc2ccccc2O1 (stereo not given)
→ -5.7% | 6.8% | -22.2 | -7.0 | -11.9% | 1.6% | -93.4%[inhibitor] | 0.0 | -3.8%
> CCCc1ccc(OCc2ccc(C(=O)OC)o2)c(OC)c1
→ 15.0% | 7.9% | 11.7 | 8.1 | 1.4% | 19.5% | -4.9% | -4.4 | 1.7%
> CCCCn1nc(C(=O)N(C)CC(=O)Nc2cccc(F)c2)c2ccccc2c1=O
→ u | 2.0% | -20.7 | 2.9 | u | -6.2% | -10.2% | -3.6 | -4.2%
> O=C(Nc1cc(C(F)(F)F)ccc1-n1cncn1)c1ccc(Cl)cc1
→ -3.2% | 8.6% | -2.6 | -4.8 | 1.0% | 15.5% | -7.2% | u | -2.3%
> COc1ccc(/C=N/Nc2ccccn2)c(OC)c1OC
→ u | 10.8% | 1.7 | 7.2 | u | -8.4% | -17.6% | -0.8 | -15.3%
> O=C(Nc1cccc(Cl)c1)c1cc2c(=O)n3ccccc3nc2s1
→ 27.0% | -0.6% | 13.1 | 2.1 | 13.2% | 17.4% | -5.4% | 10.6 | 15.3%
> CCOC(=O)c1cccc(NC(=O)/C=C/c2ccc([N+](=O)[O-])cc2)c1
→ 4.11µM* | -3.9% | 31.1 | 2.1 | -14.4% | -12.3% | -1.2% | -22.1 | -16.7%
> CN(C)CCCNCCCNC(=O)/C(=N\O)c1ccccc1
→ 4.1% | 0.0% | -20.8 | -10.5 | -3.7% | 11.5% | -14.0% | -10.4 | 5.7%
> CCOC(=O)Cn1c(C)c(Br)c(=O)c2cccc(C)c21
→ 0.0% | 5.8% | 23.7 | -1.7 | 2.2% | 3.1% | -21.4% | 17.1 | 9.2%
